Screening results deposited in PubChem by several laboratories.
GalR3 antagonist: antagonists of human GalR3 | inhibition, % at 3 µM | 360,000 compounds, 0.44% hits | O60755 | HEK293 GalR3-CNG cAMP membrane potential fluorescence; galR3 body fused to GalR1 C-terminus | AID 651719;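 active = inhibition above the screen-wide average plus 3 SD, cut at about 13% in these data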;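 also: forskolin and galanin both at EC90 stimulate the cells; cAMP rise reported by CNG channel membrane potential dye signal; 0% = forskolin plus galanin with DMSO and 100% = forskolin alone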
Target sequence (O60755 1-299 limits assumed): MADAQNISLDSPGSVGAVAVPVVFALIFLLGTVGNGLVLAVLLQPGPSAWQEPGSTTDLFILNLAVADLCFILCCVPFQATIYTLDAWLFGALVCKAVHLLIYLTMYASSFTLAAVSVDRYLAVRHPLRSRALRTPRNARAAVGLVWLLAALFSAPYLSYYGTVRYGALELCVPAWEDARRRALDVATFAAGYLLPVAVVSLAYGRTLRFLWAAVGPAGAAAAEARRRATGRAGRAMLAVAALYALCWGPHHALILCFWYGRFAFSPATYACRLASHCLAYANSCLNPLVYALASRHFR
V1aR counter: activates human V1a receptor in oxytocin agonist counter-screen; 320,000 compounds, 0.25% hits; activation, % at 3 µM; CHO-V1R cells, Fluo-8 calcium fluorescence, agonist mode; 0% DMSO, 100% 3 nM vasopressin; AID 2797;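 active = activation above the mean activation of all tested compounds plus 3 SD, per screening run, cut at about 20% in these data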;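 also: signal is peak over basal fluorescence ratio across a 100 second FLIPR read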
GPR7 antagonist: human neuropeptides B/W receptor 1 antagonism; AID 1861; GPR7-expressing cells, fluorescence antagonist assay; 290,000 compounds, 1.1% hits; inhibition, % at 4.4 µM; P48145; in the data active = inhibition above about 16%, passing the limit was not always enough;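 also: cells stimulated with the agonist NPW; 0% = agonist with vehicle and 100% = vehicle without agonist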
Target sequence (P48145 whole entry, looked up): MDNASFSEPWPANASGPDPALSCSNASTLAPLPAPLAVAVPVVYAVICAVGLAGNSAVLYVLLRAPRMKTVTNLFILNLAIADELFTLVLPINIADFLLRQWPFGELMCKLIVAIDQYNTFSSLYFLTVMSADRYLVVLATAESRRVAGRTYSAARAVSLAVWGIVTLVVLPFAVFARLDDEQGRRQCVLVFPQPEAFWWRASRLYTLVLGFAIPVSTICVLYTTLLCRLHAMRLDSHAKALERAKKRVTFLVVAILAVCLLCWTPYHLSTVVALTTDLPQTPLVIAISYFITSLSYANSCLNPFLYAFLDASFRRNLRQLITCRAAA
IMP-1 inh: blocks Pseudomonas aeruginosa IMP-1 metallo-beta-lactamase. purified IMP-1, nitrocefin hydrolysis, epi-absorbance fluorescence. inhibition, % at 5.6 µM. 290,000 compounds, 0.45% hits. AID 1556;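 active = inhibition above the mean plus 3 SD of all compounds in the same screening run, cut at about 4.5% in these data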;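 also: 0% = IMP-1 with DMSO and 100% = DMSO wells lacking enzyme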
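System: Purified recombinant IMP-1 metallo-beta-lactamase enzyme | Measured by: Fluorescence quenching readout, ex 480/em 530 nm | Replication: Singlicate | Incubation: 15 min preincubation plus 25 min reaction at 25 °C | Evaluation: Percent inhibition from optical density relative to buffer-blank wells | Benchmarks: DMSO with and without IMP-1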
OXTR ag: activates the human oxytocin receptor. CHO-OTR cells, Fluo-8 calcium fluorescence; normalized: DMSO 0%, oxytocin 100%. P30559. 320,000 compounds, 0.32% hits. activation, % at 3 µM;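 active = activation above the mean of all tested compounds plus 3 SD, cutoff set per screening run, cut at about 20% in these data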;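 also: peak over basal fluorescence ratio from a 100 s FLIPR kinetic read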
FID counter: displaces DNA intercalator in HCV helicase counter-screen | DNA fluorescent intercalator displacement, fluorescence | inhibition, % at 7.9 µM | 290,000 compounds, 0.17% hits | AID 1845; in the data active = inhibition above about 37%;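 also: 0% = vehicle and 100% = reference compound; higher means more ethidium bromide displaced from hairpin DNA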
VIM-2 inhibitor: blocks Pseudomonas aeruginosa VIM-2 metallo-beta-lactamase | 290,000 compounds, 0.89% hits | purified VIM-2, nitrocefin hydrolysis, epi-absorbance fluorescence | inhibition, % at 5.6 µM | AID 1527;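 active = inhibition above the mean of all tested compounds plus 3 SD, cutoff set per screening run, cut at about 7.5% in these data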;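 also: red hydrolysis product quenches plate fluorescence so inhibitors raise well fluorescence; 0% = enzyme with DMSO and 100% = DMSO without enzyme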
PHOSPHO1 inh: blocks human PHOSPHO1 phosphatase activity; recombinant PHOSPHO1, absorbance phosphatase assay; AID 1565; inhibition, % at 13.3 µM; Q8TCT1; 290,000 compounds, 1.1% hits; in the data active = inhibition above about 60%
Target sequence (Q8TCT1 whole entry, looked up): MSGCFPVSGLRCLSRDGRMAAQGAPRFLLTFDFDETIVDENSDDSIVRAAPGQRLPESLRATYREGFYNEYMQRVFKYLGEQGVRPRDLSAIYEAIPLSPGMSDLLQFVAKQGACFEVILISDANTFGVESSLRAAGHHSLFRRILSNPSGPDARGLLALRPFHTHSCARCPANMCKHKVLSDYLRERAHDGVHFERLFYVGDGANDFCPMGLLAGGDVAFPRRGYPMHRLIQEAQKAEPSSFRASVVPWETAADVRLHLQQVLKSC
NS3 helicase inh: HCV NS3 helicase inhibition. NS3 helicase DNA unwinding, Cy5 molecular beacon fluorescence. inhibition, % at 10.9 µM. 290,000 compounds, 0.56% hits;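 active = inhibition above the mean of all tested compounds plus 3 SD, set per campaign, cut at about 35% in these data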;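 also: 0% = DMSO wells and 100% = thioflavine S control wells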
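Assay system: hepatitis C virus NS3 helicase domain fragment enzyme. Also added: annealed dual-labelled DNA beacon duplex, ATP-started. Timing: 1 h reaction at 25 °C, ATP-initiated. Technique: Cy5 fluorescence at 0 and 60 min, beacon hairpin quenching. Evaluation: % inhibition of unwinding. Replication: one well per compound.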
* = called active by the depositor; . = not tested or not shown.

SMILES	GalR3 antagonist	V1aR counter	GPR7 antagonist	IMP-1 inh	OXTR ag	FID counter	VIM-2 inhibitor	PHOSPHO1 inh	NS3 helicase inh
O=C(O)CCC(=O)Nc1ccc(-c2nnc(-c3ccco3)o2)cc1	4	0.9	-7	-7.0	0.1	-3	-0.9	-18	2
Cc1ccccc1C(=O)Nc1nnc(SC(C)C)s1	-7	-0.4	-5	-1.4	0.2	-15	-1.2	0	-7
COC(=O)c1[nH]c2cccc(OC)c2c1NC(=O)CN1CCC(C(N)=O)(N2CCCCC2)CC1	-2	0.8	-6	-3.5	0.2	-12	-3.2	-3	2
C#CCOCCOCCOCCNc1nc(N2CCN(C(=O)[C@H](C(C)C)n3cc(CCO)nn3)CC2)nc(N2CCN(C(=O)[C@H]([C@@H](C)CC)n3cc(CCCCN)nn3)CC2)n1	-8	1.2	-11	-3.9	-0.5	3	-1.8	-18	-45
Cc1[nH]n2c(=O)cc(-c3ccc([N+](=O)[O-])cc3)nc2c1-c1ccccc1	-1	0.4	4	-6.0	-1.5	-22	-1.6	.	6
COc1ccc(CN2CCC(n3nccc3NC(=O)C3CC3)CC2)c(OC)c1OC	0	1.2	-2	-1.5	0.6	0	-0.8	26	-6
CCCCC1(C(=O)OC)NC(c2ccc(O)cc2)C2C(=O)N(c3ccccc3)C(=O)C21 (stereo unspecified)	-10	0.0	-12	-3.5	0.8	-12	-1.4	39	-5
CCCCNC(=O)CS(=O)Cc1nc(-c2ccc(C)cc2)oc1C (stereo unspecified)	.	-1.2	-16	-3.3	-1.9	-26	-5.0	-4	5
CCC(C(=O)NC1CCCCC1)N(Cc1cccs1)C(=O)c1snc(C(N)=O)c1N (stereo unspecified)	1	-0.8	-2	-1.1	-1.7	-24	1.0	40	-11
CSc1ccccc1N=CC1=C(O)CC(C)(C)CC1=O	-9	-1.2	2	-2.6	-2.3	-9	-2.9	-6	-3
COc1cccc(NC(=O)NC2CCN(Cc3nnnn3Cc3ccc(F)cc3)CC2)c1	0	-0.6	2	-3.4	0.1	-20	-0.3	9	-5
CC(=O)N1CCN(c2ccc([N+](=O)[O-])c(NCc3cccnc3)c2)CC1	5	-1.7	-13	-1.7	-0.1	-6	-1.9	11	11
O=C(N/N=C/c1ccc(-c2ccccc2[N+](=O)[O-])o1)c1cccnc1	-6	0.5	-5	-1.4	-0.8	-4	-1.3	-19	8
O=S(=O)(c1ccc2ccccc2c1)N1CCN(C(=S)Nc2ccccc2F)CC1	-7	1.5	7	-1.7	3.3	-3	-1.4	-45	-15
CCOCCCNC(=O)C(NC(=O)CNC(C)=O)c1ccc(C)cc1 (stereo unspecified)	-4	-0.4	5	0.8	0.7	-2	-3.2	18	5
COc1ccccc1/C=C/C=N/NC(=O)CCC1C(=O)NN=C1C (stereo unspecified)	2	0.1	0	-0.1	0.8	-6	2.8	-12	10
Cc1cc(=O)c(C(=O)O)nn1-c1cccc(C(F)(F)F)c1	-10	1.5	-1	-1.9	1.1	2	-0.8	15	-4
CC(C)[C@H](NS(=O)(=O)c1ccc2c(c1)OCCO2)C(=O)OCC(=O)Nc1cccc(Cl)c1Cl	-3	5.4	3	-4.3	0.2	-24	-0.9	-2	-9
O=C(C1=C(O)C(=O)N(Cc2ccco2)C1c1ccccc1F)c1cccs1 (stereo unspecified)	-6	0.0	-8	-0.8	0.3	-24	1.0	-1	16
c1ccc2oc(-c3csc(N4CCOCC4)n3)cc2c1	-3	0.2	-6	1.0	0.8	-7	1.1	-10	15

Limited to VIM-2 inhibitor (3 entries from above):
SMILES | VIM-2 inhibitor
C#CCOCCOCCOCCNc1nc(N2CCN(C(=O)[C@H](C(C)C)n3cc(CCO)nn3)CC2)nc(N2CCN(C(=O)[C@H]([C@@H](C)CC)n3cc(CCCCN)nn3)CC2)n1 | -1.8
Cc1[nH]n2c(=O)cc(-c3ccc([N+](=O)[O-])cc3)nc2c1-c1ccccc1 | -1.6
COc1ccc(CN2CCC(n3nccc3NC(=O)C3CC3)CC2)c(OC)c1OC | -0.8

More results
SMILES	GalR3 antagonist	V1aR counter	GPR7 antagonist	IMP-1 inh	OXTR ag	FID counter	VIM-2 inhibitor	PHOSPHO1 inh	NS3 helicase inh
CC(=O)NC1C(=O)N=C(SC(C)C(=O)Nc2cccc(Cl)c2)NC1=O (stereo unspecified)	-4	2.5	0	0.9	-0.6	1	1.2	-13	-9
CCOC(=O)N1CCN(C(=O)Nc2ccc(Cl)cc2Cl)CC1	-6	0.5	-12	-6.3	-1.1	-5	-2.8	38	-2
CCOc1cc(/C=C2\SC(N3CCCC(C)C3)=NC2=O)ccc1O (stereo unspecified)	-6	.	-12	-1.2	.	-40	15*	48	-1
O=C(CN(Cc1ccc(F)cc1)C(=O)C1CSC(=O)C1)NC1CCCCC1 (stereo unspecified)	-2	-0.8	3	-2.9	-0.7	-6	-1.3	-27	-1
O=C(COC(=O)c1ccccc1C(=O)c1ccccc1)c1ccco1	-4	-0.6	7	-2.6	-1.9	-6	-2.8	-14	-13
COc1ccc(S(=O)(=O)NCCC(C)C)cc1C	-4	-0.3	7	-0.7	-1.5	-10	1.8	33	0
Cc1cc2oc(C(=O)N(Cc3ccc(N(C)C)cc3)CC3CCCO3)c(C)c2cc1C (stereo unspecified)	-1	-1.1	-6	-1.8	-2.4	-43	0.3	11	-14
CC(=O)c1cccc(-n2nnnc2SCC(=O)Nc2cc(C)on2)c1	7	1.8	-11	-2.9	-0.3	-10	-1.3	32	8
CCOC(=O)c1ccc(NC(=O)[C@@H](NC(N)=O)C(C)C)cc1	-5	1.1	-7	-2.1	1.3	-3	-0.8	34	-7
CC(C)(C)c1ccc(OC(=O)N2CCOCC2)cc1	-9	2.0	0	-0.5	2.7	-19	-2.2	17	13

Laid out differently: entries from further up
Below each compound – GalR3 antagonist | V1aR counter | GPR7 antagonist | IMP-1 inh | OXTR ag | FID counter | VIM-2 inhibitor | PHOSPHO1 inh | NS3 helicase inh
CCOC(=O)N1CCN(C(=O)Nc2ccc(Cl)cc2Cl)CC1
    -6 | 0.5 | -12 | -6.3 | -1.1 | -5 | -2.8 | 38 | -2
CC(=O)c1cccc(-n2nnnc2SCC(=O)Nc2cc(C)on2)c1
    7 | 1.8 | -11 | -2.9 | -0.3 | -10 | -1.3 | 32 | 8
O=C(COC(=O)c1ccccc1C(=O)c1ccccc1)c1ccco1
    -4 | -0.6 | 7 | -2.6 | -1.9 | -6 | -2.8 | -14 | -13

Carrying on.
SMILES	GalR3 antagonist	V1aR counter	GPR7 antagonist	IMP-1 inh	OXTR ag	FID counter	VIM-2 inhibitor	PHOSPHO1 inh	NS3 helicase inh
CC(CC(=O)NCc1ccco1)S(=O)(=O)c1ccc2c(c1)CCN2C(=O)C1CC1 (stereo unspecified)	-6	-0.2	3	-1.8	-0.7	-14	-0.6	34	3
Cc1cccc(C(=O)NCc2nnc3c4ccccc4c(-c4ccccc4)nn23)c1	4	-0.4	-6	1.4	-0.8	4	2.8	16	5
CN1c2ccsc2/C(=N/NC(=O)c2c(F)cccc2F)CS1(=O)=O	-5	0.7	-2	-5.8	0.6	-5	-3.4	6	9
Cc1scc(C(=O)NNC(=S)NCC(C)C)c1C	-2	-0.2	3	-2.8	-0.3	2	-3.4	-5	4
CCN(CC)C(=O)CSc1nnc2cc(C)c3ccccc3n12	-7	0.1	-5	-2.8	-0.3	-18	3.9	4	10
N#C/C(=C\c1ccc(Sc2nc3ccccc3[nH]2)o1)c1ccccc1	-4	10	10	0.3	12	-3	0.1	36	-11
Cc1ccc2nc(-c3ccncc3)cc(C(=O)Nc3ccncc3)c2c1	4	-0.3	-5	-4.1	-0.2	-10	-2.6	23	-6
Cc1onc(-c2ccccc2)c1C(=O)OCCOc1ccc([N+](=O)[O-])cc1[N+](=O)[O-]	-10	6.1	7	-1.2	4.0	13	0.2	23	-19
CCOC(=O)Cc1c[nH]c(=S)[nH]c1=O	-1	0.9	-8	-2.4	0.7	-3	-0.8	37	2
Cc1ccc(S(=O)(=O)c2cnc(-c3ccccc3)nc2N2CCCCC2)cc1	5	0.8	-9	-1.8	-1.4	1	0.2	37	-3
C=CCn1c(SCC(=O)Nc2sc3c(c2C#N)CCC3)nnc1C1COc2ccccc2O1 (stereo unspecified)	-1	-0.7	-11	0.3	-0.9	-27	-0.2	20	9
CCOc1ccccc1N(C(=O)CNC(=O)c1ccco1)C(C(=O)NC1CCCC1)c1ccncc1 (stereo unspecified)	-7	-0.5	-2	0.3	-0.3	-29	-1.9	4	4
CCOc1ccc(N(CC(=O)NCc2ccc(OC)cc2)C(=O)CCC(=O)Nc2nccs2)cc1	-1	0.0	-16	-1.7	-1.5	-44	0.3	32	-19
CCCOc1cccc(C(=O)Nc2ccc(Br)cc2F)c1	-11	-0.2	-3	1.5	-1.6	-1	0.1	14	-6
O=C(Cn1ncc2c1-c1ccccc1OC2)N1CCN(c2ccccn2)CC1	.	1.9	-4	-4.1	2.3	-6	-3.5	-3	1
CCOC(=O)N1CCN(C(=O)c2cccc(F)c2)CC1	-1	1.1	0	-0.3	-0.1	-5	-1.0	46	5
CC1=NN(c2ccc(Br)cc2)C(=O)/C1=C/c1cccs1	-1	2.0	-2	-3.6	2.9	1	-4.5	-4	8
CCOC(=O)C(C)Sc1snnc1C (stereo unspecified)	-4	-0.6	-3	-1.9	0.0	1	-2.0	.	0

Given in markdown: part of the list above.
| Structure | GalR3 antagonist | V1aR counter | GPR7 antagonist | IMP-1 inh | OXTR ag | FID counter | VIM-2 inhibitor | PHOSPHO1 inh | NS3 helicase inh |
| --- | --- | --- | --- | --- | --- | --- | --- | --- | --- |
| CSc1ccccc1N=CC1=C(O)CC(C)(C)CC1=O | -9 | -1.2 | 2 | -2.6 | -2.3 | -9 | -2.9 | -6 | -3 |
| CCOc1cc(/C=C2\SC(N3CCCC(C)C3)=NC2=O)ccc1O (stereo unspecified) | -6 | . | -12 | -1.2 | . | -40 | 15* | 48 | -1 |
